Screening results (PubChem BioAssay)
PvdQ inh – P. aeruginosa PvdQ acylase inhibitors, primary screen, biochemical, fluorescence, plate reader and imaging, single point; inhibition, % at 10 µM; purified PvdQ acylase; actives 0.063% (n = 340,000); AID 488965, 2010; in the data active = inhibition above about 30%, passing the limit was not always enough; inconclusive = no clear call, values can overlap the other calls;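 also: 0% = vehicle neutral wells and 100% = reference inhibitor wells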
Rtt109 Vps75 – inhibitors of C. albicans Rtt109/Vps75 HAT, primary screen, biochemical, ThioGlo CoA-SH fluorescence, plate reader; Histone acetyltransferase RTT109 (Candida albicans (strain SC5314 / ATCC MYA-2876)), …; purified Rtt109/Vps75, 4 h; inhibition, % at 34.9 µM; actives 0.16% (n = 330,000);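 active = inhibition of at least 50% in every replicate; inconclusive = best replicate reaches 50% inhibition but some replicates fall short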
Target sequence (Q5AAJ8 whole entry, looked up): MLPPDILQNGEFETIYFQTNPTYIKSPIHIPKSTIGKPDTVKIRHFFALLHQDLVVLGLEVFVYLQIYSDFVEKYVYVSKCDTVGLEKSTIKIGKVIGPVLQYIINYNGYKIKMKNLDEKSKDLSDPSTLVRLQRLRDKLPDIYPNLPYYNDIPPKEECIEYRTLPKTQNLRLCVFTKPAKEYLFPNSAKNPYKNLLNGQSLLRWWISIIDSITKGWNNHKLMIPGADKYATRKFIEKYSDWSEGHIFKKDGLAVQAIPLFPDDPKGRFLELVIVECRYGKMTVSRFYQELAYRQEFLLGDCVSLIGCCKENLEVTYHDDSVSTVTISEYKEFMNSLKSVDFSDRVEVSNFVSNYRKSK
PfHsp90 yeast 2 – growth inhibition of PfHsp90-expressing yeast, primary screen, antimalarial PfHsp90 inhibitor project, S. cerevisiae, BacTiter-Glo luminescence, single point, set 2 | AID 504621, 2011 | BacTiter-Glo ATP, 48 h; yeast lacking PDR1 and PDR3 efflux regulators | inhibition, % at 9.4 µM | actives 0.32% (n = 310,000);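 active = every replicate shows inhibition above about 80%, whatever the replicate mean, limit read from the data; inconclusive = mean inhibition reaches the set limit but some replicate falls short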;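 also: 0% = DMSO neutral controls and 100% = 20 µM radicicol positive controls; yeast relying on Plasmodium falciparum Hsp90 in place of its own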
RTF Ca sens inh – cardiac RTF calcium sensitivity inhibitors, primary screen, biochemical, IANBD-TnC fluorescence, EC70 calcium. IANBD-labeled cardiac RTF, Ca2+ fluorescence. AID 493244, 2011. inhibition, % at 7.15 µM. Troponin I, cardiac muscle (Homo sapiens) + Troponin T, cardiac muscle (Homo sapiens) + …. actives 0.12% (n = 340,000);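 active = inhibition above the mean inhibition of all tested compounds plus 3 SD, cut at about 17% in these data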;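 also: assay run at fixed EC70 calcium of 1.6 mM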
NSD2 inh – NSD2 histone methyltransferase inhibitors, primary screen, biochemical, AlphaScreen, single concentration, set 2 | NSD2 peptide methylation, 120 min | inhibition, % at 12.5 µM | actives 0.54% (n = 310,000) | AID 743445, 2014; in the data active = inhibition above about 50%
CDK5 inh – inhibitors of human CDK5/p35 kinase, primary screen, biochemical, single concentration; Cyclin-dependent kinase 5 (Homo sapiens) + Cyclin-dependent kinase 5 activator 1 (Homo …; Recombinant CDK5/p35, ADP-Glo luminescence, 60 min; inhibition, % at 10 µM; actives 0.01% (n = 330,000);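 active = highest replicate inhibition of at least 50% and at least 75% of replicates reaching 50%; inconclusive = only one of the two criteria met; inactive = both criteria failed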;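 also: plate controls were DMSO neutral control for no effect and GW8510 at 10 µM for full effect; many of its hits are not listed in these tables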
Mot1-301 SUMO – yeast Mot1-301 growth rescue at high temperature, primary screen, SUMOylation pathway inhibitor project, S. cerevisiae, ATP luminescence, 38.5C; actives 1% (n = 320,000); S. cerevisiae Mot1-301 growth rescue; percent above DMSO median, 100 means doubled; growth rescue, % at 18.8 µM;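 active = every valid replicate shows activation above 250% relative to neutral control wells; inactive = the rest, any valid replicate at or below 250%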;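 also: OY570 slx delta 5 strain wells were the positive control but not used for scaling; some compounds called inactive have numbers as strong as hits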
Keap1-Nrf2 PPI – Keap1-Nrf2 protein-protein interaction inhibitors, primary screen, biochemical, fluorescence polarization, single point. Kelch-like ECH-associated protein 1 (Homo sapiens), Q14145. Keap1 Kelch-Nrf2 peptide fluorescence polarization, 1536-well. inhibition, % at 9.4 µM. actives 0.15% (n = 340,000). AID 504523, 2011; in the data active = inhibition above about 12%; inconclusive = no clear call, values can overlap the other calls; inactive = below about 7.3%;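 also: human Keap1 Kelch domain with fluorescein labeled Nrf2 9mer peptide probe; 0% = neutral control wells and 100% = peptide positive control; higher means more block of Keap1 binding to Nrf2 peptide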
cardiac RTF act – cardiac RTF calcium sensitivity activators, primary screen, biochemical, IANBD-TnC fluorescence, EC20 calcium. Troponin I, cardiac muscle (Homo sapiens) + Troponin T, cardiac muscle (Homo sapiens) + …. activation, % at 7.2 µM. actives 0.24% (n = 340,000). IANBD-labeled TnC RTF fluorescence at EC20 calcium; 0% EC20 calcium, 100% full calcium;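 active = activation above the mean over all tested compounds plus 3 SD, cut at about 30% in these data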;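 also: rise in fluorescence read as greater calcium sensitivity of cardiac thin filaments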
dFosB act – activators of delta FosB homodimer, primary screen, biochemical, fluorescence polarization, TAMRA-CDK5 oligo, single point; AID 493131, 2011; purified delta FosB; percent of positive-control signal above neutral wells; actives 0.99% (n = 340,000); activation, % at 25 µM;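 active = mean activation above about 17%, with every replicate also reaching it, limit read from the data, passing the limit was not always enough; inconclusive = only one of the two conditions met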;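 also: fluorescence polarization rise as delta FosB binds a TAMRA Cdk5 AP-1 oligo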
Target sequence (P13346 whole entry, looked up): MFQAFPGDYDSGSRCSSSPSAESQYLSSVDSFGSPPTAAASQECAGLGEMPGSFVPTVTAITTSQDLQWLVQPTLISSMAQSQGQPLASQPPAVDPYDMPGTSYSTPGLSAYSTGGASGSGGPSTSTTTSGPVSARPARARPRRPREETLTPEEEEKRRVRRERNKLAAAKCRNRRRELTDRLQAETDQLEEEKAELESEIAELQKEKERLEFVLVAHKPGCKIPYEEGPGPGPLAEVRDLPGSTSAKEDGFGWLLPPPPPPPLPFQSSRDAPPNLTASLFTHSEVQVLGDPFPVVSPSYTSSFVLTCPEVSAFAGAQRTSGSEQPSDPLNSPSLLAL
LANA DNA inh – inhibitors of KSHV C-LANA binding to DNA, primary screen, biochemical, fluorescence polarization, FAM-LBS DNA, MBP-C-LANA, single point. actives 0.078% (n = 340,000). inhibition, % at 9 µM. AID 504423, 2011. Kaposi's sarcoma herpesvirus LANA C-terminal domain (residues 932-1162) DNA binding;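 active = highest replicate inhibition at or above 60% at 9 µM, even if other replicates fall short; inactive = all replicates below 60% inhibition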;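 also: 0% = neutral control wells and 100% = 4 µM acridine orange control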
* marks the source's active call; other numbers are inactive results; u = inconclusive; x = not tested or not shown. The list is partial; count on the stated rates, not on these rows.

SMILES | PvdQ inh | Rtt109 Vps75 | PfHsp90 yeast 2 | RTF Ca sens inh | NSD2 inh | CDK5 inh | Mot1-301 SUMO | Keap1-Nrf2 PPI | cardiac RTF act | dFosB act | LANA DNA inh
CC(Oc1ccc(-c2ccccc2)cc1)C(=O)O (stereo unspecified) | -12.4 | -2.6 | 55.4 | -3.5 | -5.8 | 1.0 | -19.0 | -4.8 | -0.5 | 0.1 | 0.3
C=CCn1c(O)c(C(C)=Nc2ccc(N(C)C)cc2)c(=O)[nH]c1=O | -0.8 | 1.5 | x | -0.9 | -1.8 | 0.4 | 11.5 | 3.0 | -3.3 | -5.1 | 0.2
Cc1ccc(OCC(=O)N2CCN(Cc3cccnc3)CC2)cc1 | -4.6 | -3.3 | 0.4 | -2.4 | x | -0.8 | -8.4 | 1.3 | -1.4 | -6.8 | -7.8
O=P(NS(=O)(=O)c1ccccc1)(Oc1ccccc1)Oc1ccccc1 | -14.0 | 0.8 | 5.7 | 2.1 | 1.3 | 0.3 | -13.5 | -2.9 | -0.7 | 0.5 | -1.1
COC(=O)C1=CO[C@@H](C)[C@H]2CN3CC[C@]4(C(=O)Nc5ccccc54)[C@@H]3C[C@H]12 | -5.0 | 4.7 | x | 5.6 | x | -0.4 | 364.0 | 0.6 | -3.4 | 8.0 | 0.2
NC(N)=N/N=C/c1cn(-c2ccccc2)nc1-c1cccs1 | 5.5 | 3.5 | -2.5 | -3.6 | 15.4 | -2.7 | x | 7.2 | 1.4 | -26.0 | -2.3
O=C1NCCCCC1(Cl)Cl | 11.0 | -1.7 | -6.9 | 2.1 | -3.0 | -0.2 | x | -4.3 | -4.5 | 3.5 | -2.3
C=CCN1C(=O)NC(=O)/C(=C/c2c(CCN(C)C(=O)c3ccccc3)cc3c(c2OC)OCO3)C1=O | 2.2 | -1.3 | 11.3 | 0.4 | x | 1.8 | -15.1 | -2.6 | -8.6 | 1.8 | 4.3
Nc1cc2nc3ccccc3nc2cc1N | -13.3 | 1.9 | 11.2 | -0.7 | 0.2 | 0.5 | -4.3 | 2.8 | 2.8 | -9.3 | 12.6
COc1cc(C(=O)Nc2ccc(Br)cc2C(=O)c2ccccc2Cl)cc(OC)c1OC | -5.1 | 1.4 | -29.8 | 0.1 | -2.9 | 0.1 | 8.5 | -1.2 | 1.1 | -8.5 | -0.6
COC(=O)C1C(O)C(C)C(O)C(C)/C=C\C=C(/C)C(=O)Nc2c(C)c(OC(C)=O)c3c(c2O)C(=O)C(C)=C2OCOC(=C23)/C(C)=C/C(C)(O)C(O)C(C)C1O (stereo unspecified) | -1.0 | 5.2 | -33.1 | -15.8 | 3.2 | -1.7 | 6.7 | -3.3 | 12.7 | -7.5 | 1.8
COc1ccc(S(=O)(=O)NC(CC(=O)N2CCC3(CC2)OCCO3)C(C)C)cc1 (stereo unspecified) | -10.9 | -5.2 | 10.3 | -7.2 | -0.9 | -2.2 | -7.6 | -2.0 | 1.3 | -9.4 | -0.8
CC(Cc1ccccc1)NCc1ccccc1O (stereo unspecified) | -8.3 | -4.5 | -28.8 | -5.7 | 0.9 | -0.5 | 10.2 | 1.9 | -3.3 | 8.6 | -0.6
CC(=O)c1ccc(OCC(=O)N2CCCC(N3CCN(c4ccccc4C)CC3)C2)cc1 (stereo unspecified) | -21.5 | -4.5 | 6.5 | -6.1 | 2.8 | -1.6 | -2.7 | 2.9 | -0.3 | -9.4 | -0.9
Cc1ccc(/C=C2/C(=O)NC(=O)N(CCc3ccc(F)cc3)C2=O)o1 | -20.2 | -1.0 | -29.2 | -5.4 | x | 0.5 | 3.4 | -8.3 | -3.2 | u | 1.1
O=C1OC(c2ccc(Cl)cc2)=N/C1=C\N1CC2CC(C1)c1cccc(=O)n1C2 (stereo unspecified) | 1.4 | -6.0 | 0.9 | -2.5 | -21.5 | -0.4 | 15.7 | -5.9 | -4.3 | -8.3 | 0.2
C[C@]12CC[C@H]3[C@@H](CCC4=CC(=O)CC[C@@]43O)[C@@H]1CCC2=O | -15.0 | -2.3 | 22.2 | -6.3 | -2.3 | 2.0 | -14.9 | -4.8 | -6.1 | -3.0 | -1.0
O=c1[nH]c(=O)n(CCc2ccc(F)cc2)c(O)c1C=NCCCn1ccnc1 | -2.7 | -0.3 | 2.9 | -1.6 | 5.7 | 1.0 | -0.6 | -5.5 | -5.8 | 4.2 | -3.8
CC1=C(C(=O)OC(C)C)[C@]2(C(=O)N(CC(N)=O)c3ccccc32)C(C#N)=C(N)O1 | -4.2 | -6.3 | -19.4 | 1.4 | 0.1 | -0.6 | 172.5 | -5.5 | 9.7 | -5.8 | 0.0
COC(=O)C1=C(c2cccc(OC)c2OC)C[C@@H]2CC[C@H]1N2C(=O)NC1CCCCC1 | 6.6 | 0.8 | -13.1 | 2.5 | x | 0.3 | -14.7 | -7.3 | 3.5 | -8.0 | 0.5
COC(=O)C1=C(c2cc3ccccc3s2)C[C@@H]2CC[C@H]1N2C(=O)NCc1cccc2ccccc12 | -7.7 | -2.3 | 16.6 | -1.1 | x | 2.3 | 21.5 | -9.4 | 11.1 | 1.4 | -0.4
CC1CN(CCc2ccccc2)CC(C)O1 (stereo unspecified) | 5.6 | x | -1.9 | 0.5 | -1.0 | 1.5 | -21.3 | -0.2 | 4.2 | 1.3 | -0.4
COCCCNC(=O)c1c(NC(=O)c2ccccc2Cl)n(Cc2ccccc2)c2nc3ccccc3nc12 | -31.4 | -41.5 | -2.6 | -4.8 | 1.2 | -1.1 | 7.1 | -2.7 | 12.5 | 2.2 | 9.0
Cc1ccnc(-n2c(C)nc3ccccc3c2=O)c1 | -12.6 | -6.4 | x | 4.3 | x | 0.0 | -19.8 | 4.9 | 3.4 | -2.1 | -1.2
C/C=C1/CN2[C@@H]3C4CO[C@@H]3c3c([nH]c5cc(OC)ccc35)[C@@H]2CC14 (stereo partly specified) | -12.0 | -4.4 | 10.4 | -1.9 | x | -0.3 | -2.0 | -6.1 | -2.7 | -1.7 | 1.6
CCOP(=O)(OCC)C(NC(=O)c1ccc(OC)cc1)C(Cl)(Cl)Cl (stereo unspecified) | -18.1 | -2.9 | 0.6 | -6.7 | 1.2 | 0.1 | 4.5 | -5.8 | -0.8 | -0.2 | 2.8
Cc1cc(=O)oc2cc(OCC(=O)N3CCN(C(C)c4ccccc4)CC3)c(Cl)cc12 (stereo unspecified) | -10.8 | -2.6 | 7.4 | -5.4 | -4.3 | 0.1 | -2.8 | 1.7 | -1.7 | -8.3 | -0.2
CC1(C)CC2CCC(O)C2C(CCO)N1 (stereo unspecified) | -7.7 | 2.8 | x | -2.5 | -1.3 | -0.7 | x | 2.9 | -0.6 | 3.8 | 1.0
CC1C(c2cccs2)=[N+]([O-])C(C)(C(=O)c2cccs2)N1O (stereo unspecified) | 10.6 | 0.6 | -17.8 | -5.9 | -2.7 | -0.2 | 36.8 | 4.3 | 3.6 | -0.7 | 0.3
CC(CC(C)(C)N1CC1)=NO | -15.5 | 2.9 | 13.6 | -15.0 | -5.8 | -0.4 | x | 0.4 | 4.5 | -2.2 | -3.1
COc1ccccc1N1CCN(C(CNC(=O)Oc2ccccc2)c2cccnc2)CC1 (stereo unspecified) | -13.2 | 3.6 | 6.6 | -2.1 | 0.1 | -0.6 | 3.3 | 2.3 | 1.5 | 4.7 | -1.8
CCOc1ccc(N)cc1 | 3.5 | u | -7.9 | -2.4 | 0.4 | 0.2 | x | -6.5 | -0.6 | 0.1 | -1.0
O=C(Cc1ccccc1)N1CCN(Cc2ccc(Cl)cc2)CC1 | 6.1 | 14.2 | -10.8 | 1.1 | 0.5 | 1.3 | x | 3.4 | 6.8 | -8.0 | -1.9
NCCCN1CCN(c2ccccc2)CC1 | 3.0 | 5.2 | -9.4 | -1.2 | 17.0 | -1.3 | -9.2 | -2.3 | 1.9 | 1.9 | 0.0
O=P(O)(O)Oc1ccccc1P(=O)(c1ccccc1)c1ccccc1 | -4.4 | 5.5 | 6.5 | -12.6 | -2.2 | 1.7 | 301.3 | 6.3 | 6.7 | 5.3 | -1.2
COC(=O)c1ccc(NC(=O)CSc2nc3ccc(N4C(=O)C5C6C=CC(C6)C5C4=O)cc3s2)cc1 (stereo unspecified) | -2.9 | -1.8 | 2.6 | -10.7 | -2.0 | -1.0 | 8.7 | -5.2 | -4.7 | -11.5 | -0.9
CCCCc1cc(=O)oc2cc(OCC(=O)N3C[C@H]4C[C@@H](C3)c3cccc(=O)n3C4)c(Cl)cc12 | -0.4 | 6.0 | 24.2 | 2.7 | x | -0.1 | 327.6 | -1.7 | -3.5 | -5.0 | 2.0
CCOc1ccc(C(=O)OC2CC3CCC(C2)N3C)cc1 (stereo unspecified) | -9.6 | -3.9 | -4.3 | 4.3 | -42.6 | -1.0 | 10.0 | 0.3 | -7.4 | 4.6 | 0.2
Cc1ccc(C)c(NC(=O)CCNC(=O)N2C[C@H]3C[C@@H](C2)c2cccc(=O)n2C3)c1 | 7.2 | 9.2 | 15.0 | 2.0 | x | 2.6 | -0.4 | -1.0 | -2.6 | -3.6 | 1.8

Shown in CSV form: part of the list above
canonical_smiles,PvdQ inh,Rtt109 Vps75,PfHsp90 yeast 2,RTF Ca sens inh,NSD2 inh,CDK5 inh,Mot1-301 SUMO,Keap1-Nrf2 PPI,cardiac RTF act,dFosB act,LANA DNA inh
CCCCc1cc(=O)oc2cc(OCC(=O)N3C[C@H]4C[C@@H](C3)c3cccc(=O)n3C4)c(Cl)cc12,-0.4,6.0,24.2,2.7,x,-0.1,327.6,-1.7,-3.5,-5.0,2.0
O=C(Cc1ccccc1)N1CCN(Cc2ccc(Cl)cc2)CC1,6.1,14.2,-10.8,1.1,0.5,1.3,x,3.4,6.8,-8.0,-1.9
